From PubChem BioAssay
C2C12 statin = suppressors of statin myotoxicity in C2C12 myotubes, primary screen, cell-based, single point, plate reader; AID 602340, 2012; C2C12 myotubes + simvastatin, ATP luminescence, 48 h; scaled: DMSO 0, geranylgeraniol control 100; rescue of ATP level, % at 7.49 µM; 330,000 tested, 0.78% active;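 active = mean ATP rescue above about 67%, or every replicate alone reaching that limit, limit read from the data, passing the limit was not always enough; inconclusive = no clear call, values can overlap the other calls; inactive = mean under the limit and some replicate under it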;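 also: myotubes were challenged with 10 µM simvastatin during compound exposure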
ERAP1 HTS inh = human ERAP1 aminopeptidase inhibitors, primary screen, biochemical, single point, plate reader; Endoplasmic reticulum aminopeptidase 1 (Homo sapiens), Q9NZ08; recombinant ERAP1, Leu-AMC fluorescence, 60 min; inhibition, % at 10.7 µM; 340,000 tested, 0.15% active;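 active = mean replicate inhibition of at least 30%, or all replicates individually reaching that 30% level; inactive = mean below 30% and not every replicate reaching it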;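 also: 0% = neutral control wells and 100% = L-leucinethiol positive control wells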
PGC1a acetyl inh = inhibitors of PGC1a acetylation signal, primary screen, cell-based, U2OS, AlphaScreen, inhibitor mode; AlphaScreen anti-acetyl-lysine; with virally co-expressed GCN5 acetyltransferase; inhibition, % at 15.6 µM; 350,000 tested, 0.17% active; AID 651687, 2012;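 active = every replicate shows inhibition of at least 40%; inconclusive = mean inhibition at least 40% but some replicate below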;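 also: 0% = neutral control wells and 100% = positive control wells; some results beyond the cut were filed as inactive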
SIRT5 inh = SIRT5 desuccinylase inhibitors, primary screen, biochemical, fluorescence imaging, single point, set 5; NAD-dependent protein deacylase sirtuin-5, mitochondrial (Homo sapiens), Q9NXA8; Purified SirT5, succinyl-peptide AMC, trypsin-coupled fluorescence; inhibition, % at 15 µM; 330,000 tested, 1.1% active; in the data active = inhibition above about 15%; inconclusive = no clear call, values can overlap the other calls
Target sequence (Q9NXA8 whole entry, looked up): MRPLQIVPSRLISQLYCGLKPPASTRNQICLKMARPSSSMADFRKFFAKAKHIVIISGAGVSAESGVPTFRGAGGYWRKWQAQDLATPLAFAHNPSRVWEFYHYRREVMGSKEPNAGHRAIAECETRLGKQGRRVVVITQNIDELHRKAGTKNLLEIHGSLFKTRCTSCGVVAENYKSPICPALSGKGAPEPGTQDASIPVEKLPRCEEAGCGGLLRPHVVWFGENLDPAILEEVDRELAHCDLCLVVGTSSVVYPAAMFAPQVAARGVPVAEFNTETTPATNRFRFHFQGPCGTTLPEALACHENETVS
Cneo AK release = Cryptococcus neoformans cell lysis inducers, primary screen, AK release luminescence, single concentration; C. neoformans lysis, adenylate kinase release luminescence, 4 h; normalised: neutral wells 0, clomiphene wells 100; lysis activity, % at 15 µM; 360,000 tested, 0.2% active; AID 651654, 2012;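 active = mean lysis activity across replicates of at least 80%, whatever share of replicates individually reach that level; inactive = mean lysis activity below 80%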
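Schedule: static 4 h at 37 °C with compound, 1 h detection; system: C. neoformans cells; benchmarks: Clomiphene as positive control; buffer or medium: fresh YPD medium; measure: luminescence rise reflecting yeast cell lysis; measured by: luminescent adenylate kinase detection reagent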
S100A4 MyoIIA = inhibitors of S100A4-myosin IIA peptide binding, primary screen, biochemical, fluorescence polarization, TAMRA-MyoIIA peptide | Protein S100-A4 (Homo sapiens), P26447 | inhibition, % at 10.7 µM | 360,000 tested, 0.14% active | AID 652163, 2013;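 active = mean inhibition of at least 70% across replicates, with every replicate also reaching that level; inconclusive = mean inhibition reaches 70% but some replicates fall short; inactive = mean inhibition below 70%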
Target sequence (P26447 whole entry, looked up): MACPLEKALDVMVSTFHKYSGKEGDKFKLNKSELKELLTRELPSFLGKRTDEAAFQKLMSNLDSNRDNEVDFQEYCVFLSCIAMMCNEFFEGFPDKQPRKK
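System – human S100A4 monomer protein, biochemical binding assay · Buffer or medium – Calcium-containing HEPES buffer, pH 7.2 · Timing – 5 min between mix addition and reading · Also added – TAMRA-labelled myosin IIA heavy-chain peptide probe, 5 nM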
LGR2 inh = inhibitors of bursicon-induced LGR2 CRE-luciferase signal, primary screen, cell-based, HEK293, CRE-luciferase reporter, bursicon stimulation | bursicon-stimulated, 4 h | inhibition, % at 9.99 µM | 380,000 tested, 0.35% active;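 active = drop in luminescence signal, shown as inhibition above about 50% in the replicate tests, limit read from the data, passing the limit was not always enough; inconclusive = probably only some replicates passing the limit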;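 also: agonist challenge used bursicon conditioned medium at about half maximal strength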
Xi reactivation = activators of inactive X chromosome reactivation, primary screen, imaging, XiGFP fibroblasts, GFP high-content imaging, set 2; XiGFP mouse fibroblasts, % GFP-positive cells imaging, 3 d; cells co-treated with 5-aza-dC sensitizer; scaled so ellipticine positive control = 100%; activation, % at 7.58 µM; 360,000 tested, 0.055% active; AID 743238, 2013;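 active = mean normalized replicate activation at least 10% and every replicate at or above 10%; inconclusive = only one of the two criteria met; inactive = mean below 10% and not all replicates reach 10%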;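 also: 0% = median of on-plate neutral control wells and 100% = ellipticine 6 µM median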
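System: SV40-immortalized XiGFP fibroblast cells, line 68-5-11 / Incubation: 3-day compound exposure, then 15 min fixation at room temperature / Compound: single concentration per compound, delivered by pin transfer / Buffer or medium: DMEM plus 5-aza-dC sensitizer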
* marks the source's active call; other numbers are inactive results; u = inconclusive; x = no result given; & = joins results of further samples. A portion of the library; the hit share may differ from the screen's.

SMILES	C2C12 statin	ERAP1 HTS inh	PGC1a acetyl inh	SIRT5 inh	Cneo AK release	S100A4 MyoIIA	LGR2 inh	Xi reactivation
COc1ccc2c3c(n(C)c2c1)[C@H](CO)N(C(=O)c1ccncc1)CC31CCN(CC2CC2)CC1	x	-2	3	1	x	10	25	0.0
CO[C@H]1CN(C)C(=O)c2ccc(NC(C)=O)cc2OC[C@@H](C)N(C(=O)c2ccccc2)C[C@H]1C	-1	8	28	-2	-3	3	11	-0.4
C[C@@H]1CN([C@@H](C)CO)C(=O)c2cc(NC(=O)C3CC3)ccc2O[C@H]1CN(C)C(=O)NC1CCCCC1	19	-1	12	2	1	-2	-14	-1.2
COc1cc(CO)ccc1OCC(=O)Nc1ccc(Br)cc1	x	2	x	-4	x	-2	-11	0.0
C[C@H](CO)N1C[C@H](C)[C@H](CN(C)S(=O)(=O)c2cn(C)cn2)Oc2c(NC(=O)C3CCCCC3)cccc2C1=O	-16	x	7	x	x	x	-2	-0.1
CS(=O)(=O)N1CCCC(C(=O)NCc2ccccn2)C1 (configuration not stated)	-9	-4	47*	2	-1	-1	6	x
COc1ccccc1CNC(=O)C[C@H]1C[C@@H]2c3cc(NC(=O)NC4CCCC4)ccc3O[C@@H]2[C@@H](CO)O1	-4	4	4	6	56	-3	-9	1.3
CN=c1sc2ccccc2n1CC(O)c1ccccc1 (configuration not stated)	x	19	2	-4	x	0	-1	0.0
CCC(=O)N1CC2(C1)CN(C(=O)NC1CCCC1)[C@H](CO)c1c2c2ccc(OC)cc2n1C	x	-5	4	-6	x	8	-3	0.3
CCCNC(=O)C[C@@H]1CC[C@H]2[C@@H](COC[C@H](O)CN2Cc2cccc(F)c2)O1	6	0	1	0	-7	0	-16	0.2
COc1ccc(N2CCN(C(=O)C3CCN(S(=O)(=O)c4ccc5c(c4)oc(=O)n5C)CC3)CC2)cc1	-10	0	x	-2	1	6	-9	0.0
CCN(CC(=O)Nc1c(F)cccc1F)C(=O)c1cccc(S(=O)(=O)N(C)c2ccccc2)c1	x	-7	x	-2	x	-2	5	-0.1
COc1ccc(-c2coc3c(C(=O)NCC4CC4)cccc23)c(C)c1	-41	-1	12	-1	-3	-5	21	-0.2
COC(=O)C[C@@H]1CC[C@@H](NC(=O)Nc2cc(F)ccc2F)[C@@H](CO)O1	x	x	x	-4	x	-2	9	0.2
O=C(NC(c1ccc2c(c1)OCO2)c1ccccn1)C1CCN(CCOc2ccc(Cl)cc2Cl)CC1 (configuration not stated)	64	-4	-4	x	-1	-1	20	0.4
Cc1ccnc(NC(=O)CCCc2ccccc2)c1	-10	11	8	-1	-3	-1	-71	-0.1
O=C(CSc1nnc(C2CC2)n1C1CC1)c1ccc(F)c(F)c1	-7	0	3	0	-2	-7	4	0.0
COc1ccccc1C(=O)Nc1sc2c(c1C(N)=O)CCCC2	-31	4	-7	0	1	-3	-28	0.0
COC(=O)C(C)SC1=N/C(=C/c2ccc(-n3cncn3)cc2)C(=O)N1 (configuration not stated)	-9	1	6	0	10	-6	5	0.1
O=C(CN(C(=O)c1csnn1)c1ccccc1F)NC1CCCCC1	2	-3	-4	2	0	-8	-8	0.3
N#C/C(=C/C1=C(N2CCOCC2)C(=C/c2ccccc2)/CC1)C(=O)Nc1ccccc1F	-37	-5	-5	7	0	5	0	0.1
COc1ccc(C(=O)NC2CC2)cc1OC1CCN(Cc2ccc(F)cc2)CC1	-6	-1	-1	0	-1	-2	-26	0.1
C[C@@H]1CCCCO[C@H](CN(C)S(=O)(=O)c2ccc(Cl)cc2)[C@H](C)CN([C@@H](C)CO)C(=O)c2cc(NS(C)(=O)=O)ccc2O1	163*	1	-5	9	5	2	-4	-0.9
Cc1cc(C(=O)NC(Cc2ccccc2)C(=O)O)c(C)o1 (configuration not stated)	8	x	-2	0	-2	10	-3	1.7
COC(=O)c1c(C(=O)OC)c(-c2cccc(F)c2)n2c1CS(=O)(=O)C2	x	0	x	-2	x	0	-7	0.4

With a hit mark in PGC1a acetyl inh, of those listed so far:
smiles	ERAP1 HTS inh	PGC1a acetyl inh	SIRT5 inh	S100A4 MyoIIA	LGR2 inh
CS(=O)(=O)N1CCCC(C(=O)NCc2ccccn2)C1 (configuration not stated)	-4	47*	2	-1	6

(continued)
SMILES	C2C12 statin	ERAP1 HTS inh	PGC1a acetyl inh	SIRT5 inh	Cneo AK release	S100A4 MyoIIA	LGR2 inh	Xi reactivation
N#Cc1ccc(Cl)cc1NC(=O)CSc1cccc[n+]1[O-]	-4	4	5	x	-3	-4	38	0.2
CC(=O)Cn1cnc2c(sc3nc(C)cc(C)c32)c1=O	-4	4	0	-1	x	-7	-17	0.1
Cc1ccc(N2C(=O)C3CC3C2=O)cc1 (configuration not stated)	10	2	11	x	-1	-1	3	0.0
CCc1ccc(NS(=O)(=O)c2c(C(=O)N3CCCCCC3)c(C)n(C)c2C)cc1	8	-3	-8	0	-1	8	11	0.0
COc1ccc(OC)c(N(CC(=O)N2CCc3ccccc3C2)S(C)(=O)=O)c1	6	0	4	-1	-2	1	9	x
CC(C)CC#Cc1ccc([C@@H]2[C@@H](CO)N3C(=O)CN(C(=O)c4cccc(F)c4)C[C@@H]23)cc1	x	0	-14	-2	x	14	0	0.0
O=C(N/N=C/c1ccccc1O)NC12CC3CC(CC(C3)C1)C2	-46	0	x	-1	-2	-3	-68	-0.1
O=C(N[C@@H](Cc1cccnc1)C(=O)N1CCC[C@H]1C(=O)NCCc1ccccc1Cl)c1ccc(Cl)cc1Cl	x	2	x	-3	x	-17	-2	0.3
Cc1nc(SCC(=O)c2ccc(F)c(F)c2)[nH]c(=O)c1Oc1ccc(F)cc1	x	-4	x	-6	x	-4	2	0.0
COc1cc(CO)cc(I)c1O[C@H]1C=C(C(=O)NCCO)C[C@@H](N(C(=O)c2cc3ccccc3oc2=O)C2CCCCCC2)[C@@H]1O	x	3	x	-1	-4	4	x	x
O=C(Nc1ccc(S(=O)(=O)Nc2cnc3ccccc3n2)cc1)c1ccc(Cl)c([N+](=O)[O-])c1	-4	5	-6	3	1	3	-2	0.0
Cc1ccc(S(=O)(=O)Nc2ccc3c(c2)C(=O)N([C@H](C)CO)C[C@@H](C)[C@H](CN(C)C(=O)Nc2ccc(C(F)(F)F)cc2)OCCCC[C@@H](C)O3)cc1	x	1	1	16*	-3	-2	2	-0.1
Cc1ccc2cccc(OCc3ccccc3)c2n1	x	-3	12	-3	3	-1	x	0.0
COCCCN1C(=O)N(c2ccc(F)cc2)C(=O)C1CC(=O)Nc1ccccc1 (configuration not stated)	u	1	6	-2	1	-7	12	0.0
Cc1noc(C)c1NC(=O)Nc1ccc2c(c1)C(=O)N([C@@H](C)CO)C[C@@H](C)[C@H](CN(C)Cc1ccc(C(=O)O)cc1)OCCCC[C@@H](C)O2	2	x	5	x	-1	x	7	-1.0
CCCCn1nnnc1C(c1ccccc1)N1CCN(c2ccc(F)cc2)CC1 (configuration not stated)	x	0	x	-8	x	-6	11	0.1
COc1ccc(C(=O)Nc2ccc(OCC(=O)N3CCOCC3)cc2)c(OC)c1OC	11	-1	x	1	-1	-7	-4	-0.2
O=C(NC1CCCc2ccccc21)c1cc(Cl)ccn1 (configuration not stated)	2	2	-17	3	x	1	-6	0.0
CCOc1ccc(/C=N/NC(=O)c2cccc3ccccc23)c(OCC)c1	-3	-1	x	-5	0	-7	6	0.0
CCCNC(=O)C[C@@H]1CC[C@H]2[C@@H](COC[C@H](O)CN2C(=O)Nc2ccc(Cl)c(Cl)c2)O1	5	4	1	2	-2	68	-6	0.2
Cc1cccc(S(=O)(=O)N[C@H]2CC[C@H](CCNC(=O)Nc3cc(F)ccc3F)O[C@@H]2CO)c1	-9	-3	-6	7	-2	-5	-39	0.7
CCN(CC)CCN(Cc1cc2ccc(C)cc2[nH]c1=O)C(=O)Nc1ccc(Cl)cc1	x	-2	x	-2	x	1	18	0.0
Cn1c(=O)c(/C=C/c2ccc(F)cc2)nc2ccccc21	x	-5	5	0	-3	0	-54	-0.1
O=C(c1cccnc1)N1CCCCN2[C@H](C1)[C@@H](c1ccc(C#Cc3cccnc3)cc1)[C@@H]2CO	x	x	-3	2	-2	15	-9	0.0
Cc1cc2cc(CNC(=S)Nc3ccc(OC(F)F)cc3)ccc2[nH]1	-15	3	-22	-7	0	8	1	-0.1
Cc1ccsc1/C=N/NC(=O)CSCc1ccc(Cl)cc1	-5	x	2	x	-7	x	-14	x
C[C@@H]1CN([C@@H](C)CO)C(=O)CCCn2cc(nn2)CO[C@H]1CN(C)C(=O)Nc1ccc2c(c1)OCO2	3	-1	-1	1&-2	-1	6&0	18	0.2&0.1

Part of the list above, limited to ERAP1 HTS inh.
| SMILES | ERAP1 HTS inh |
| --- | --- |
| Cc1nc(SCC(=O)c2ccc(F)c(F)c2)[nH]c(=O)c1Oc1ccc(F)cc1 | -4 |
| COc1cc(CO)cc(I)c1O[C@H]1C=C(C(=O)NCCO)C[C@@H](N(C(=O)c2cc3ccccc3oc2=O)C2CCCCCC2)[C@@H]1O | 3 |
| O=C(Nc1ccc(S(=O)(=O)Nc2cnc3ccccc3n2)cc1)c1ccc(Cl)c([N+](=O)[O-])c1 | 5 |
| Cc1ccc(S(=O)(=O)Nc2ccc3c(c2)C(=O)N([C@H](C)CO)C[C@@H](C)[C@H](CN(C)C(=O)Nc2ccc(C(F)(F)F)cc2)OCCCC[C@@H](C)O3)cc1 | 1 |
| Cc1ccc2cccc(OCc3ccccc3)c2n1 | -3 |

Given with values under each structure: entries from further up.
The line under a structure holds: C2C12 statin	ERAP1 HTS inh	PGC1a acetyl inh	SIRT5 inh	Cneo AK release	S100A4 MyoIIA	LGR2 inh	Xi reactivation
COc1ccc(OC)c(N(CC(=O)N2CCc3ccccc3C2)S(C)(=O)=O)c1
  6	0	4	-1	-2	1	9	x
CC(C)CC#Cc1ccc([C@@H]2[C@@H](CO)N3C(=O)CN(C(=O)c4cccc(F)c4)C[C@@H]23)cc1
  x	0	-14	-2	x	14	0	0.0
O=C(N/N=C/c1ccccc1O)NC12CC3CC(CC(C3)C1)C2
  -46	0	x	-1	-2	-3	-68	-0.1
O=C(N[C@@H](Cc1cccnc1)C(=O)N1CCC[C@H]1C(=O)NCCc1ccccc1Cl)c1ccc(Cl)cc1Cl
  x	2	x	-3	x	-17	-2	0.3
Cc1nc(SCC(=O)c2ccc(F)c(F)c2)[nH]c(=O)c1Oc1ccc(F)cc1
  x	-4	x	-6	x	-4	2	0.0
COc1cc(CO)cc(I)c1O[C@H]1C=C(C(=O)NCCO)C[C@@H](N(C(=O)c2cc3ccccc3oc2=O)C2CCCCCC2)[C@@H]1O
  x	3	x	-1	-4	4	x	x
